Myeloid diff MLP: induction of myeloid progenitor differentiation, primary screen, cell-based, flow cytometry, MLPCN library; actives 1% (n = 360,000); ER-HoxA9 myeloid progenitors, lysozyme-GFP differentiation; calls only at 10 µM;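 active means normalized GFP-positive differentiation at or above the plate's own cutoff, the solvent-only control mean plus 3 SD; inconclusive means no clear call, values can overlap the other calls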;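 further: cells exposed to compound for four days before flow analysis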
Myeloid diff MLP GFP+ MAC1+ %: recorded beside Myeloid diff MLP, whose call it bears; GFP+ MAC1+ double positive, %; measured here: differentiation confirmed by MAC1 staining
Numbers without * were called inactive; i = inactive; ? = inconclusive; / = no result given. Not all compounds are listed; count on the stated rates, not on these rows.

SMILES	Myeloid diff MLP	Myeloid diff MLP GFP+ MAC1+ %
O=C(COc1ccc(S(=O)(=O)N2CCOCC2)cc1)NCCc1ccc(Cl)cc1	i	1.9
O=S(=O)(SC1=NCCN1)c1ccccc1	i	1.1
Cc1nccn1CC(=O)c1ccccc1	i	0.8
CN1CCN(c2cc(CNC[C@H]3O[C@@H](n4cnc5c(=O)[nH]c(N)nc54)[C@H](O)[C@@H]3O)ccc2F)CC1	i	0.7
CCN(CC)C(=O)c1ccc2sc([C@H]3C[C@H](O)[C@@H](CO)O3)nc2c1	i	1.3
Cc1cccc(-n2ncc3c2CCCC3NC(=O)c2ccncc2)c1C (stereo not drawn)	i	1.3
O=C1c2ccccc2C(c2nnnn2Cc2ccccc2)N1Cc1ccco1 (stereo not drawn)	i	1.5
Nc1sc(-c2ccccc2)cc1C(=O)N1CCNCC1	i	1.4
CC1(C)CCC(=O)N2CC[C@H]3c4cc5ccccc5nc4C[C@@H]1[C@H]32	i	1.5
Cc1ccccc1S(=O)(=O)NC(=O)C1(C)CCN1C(=O)c1cccc(F)c1 (stereo not drawn)	i	0.6
COc1ccc(CCNC(=O)Nc2ccc3c(c2)c(=O)n(C)n3Cc2ccc(F)cc2)cc1OC	i	0.5
CN(CCc1ccccc1)C(=O)c1cccc(NC(=O)Cc2cccc(NC(=O)C3CCN(C(=O)C4CC4)CC3)c2)c1	i	0.6
O=S(=O)(Nc1ccc(C(O)(C(F)(F)F)C(F)(F)F)cc1)c1cccc2ccccc12	i	1.6
CC(=O)Nc1cccc(-c2ccnc3c2CC(C(=O)Nc2cccc(Oc4ccccc4)c2)O3)c1 (stereo not drawn)	i	0.4
COc1ccc(NC(=O)C2(C)CCCN(C(C)C)C2)cc1F (stereo not drawn)	i	2.1
O=[N+]([O-])c1ccccc1N=NNc1ccccc1	i	0.7
C=C(C)Cn1c2ccc(NC(=O)NCc3ccccc3)cc2c(=O)n1C	i	2.6
O=C(OCc1ccccc1)N1CCC2CC1c1cc(Cl)ccc12 (stereo not drawn)	?	/
CCN1C[C@@H]2[C@@H]3C(=O)N(Cc4ccccc4)C(=O)[C@@H]3[C@](C)(C1=O)N2C(=O)c1ccc(C(F)(F)F)cc1	i	1.0
CCOc1ccc2nc(N/C(N)=N/S(=O)(=O)c3ccc(C)cc3)nc(C)c2c1	i	0.7
Cc1cc(NC(=O)NC(=O)c2ccccc2NC(=O)CN)ccc1Oc1ncc(Br)cn1	?	/
CC(=O)N1CCN(Cc2cc(=O)oc3ccc4ccccc4c23)CC1	i	1.6
COCCCn1c(C(=O)NC2CCCCC2)cc2c(=O)n3cccc(C)c3nc21	i	1.5
COc1ccc(NC(=S)Nc2ccc3c(c2)c(=O)n(C)n3-c2ccccc2)cc1	i	0.3
COc1ncccc1-c1ccc2nncn2c1	i	0.7
Cn1c(=O)c2cc(NC(=S)NCc3ccccc3F)ccc2n1Cc1ccc(F)cc1	i	1.2
CCCCC[C@H](C)N1C[C@H](COCc2ccccc2)Oc2cc(N3CCC[C@@H]3COC)ccc2S1(=O)=O	i	1.0
CN(C)CCC(C(=O)c1ccccc1)c1ccncc1 (stereo not drawn)	i	0.9
N#CCSc1ccccc1NC(=O)COC(=O)C1CCN(C(=O)c2ccc(Cl)cc2)CC1	i	1.2
C=CCSc1nc2sc3c(c2c(=O)[nH]1)CC(C)(C)OC3	i	0.3
CNc1cncc(-c2cccc(C(=O)N3CCOCC3)c2)n1	i	0.7
CCN(CC)C(=O)C1=C(C)N(Cc2ccccc2)C(=O)C(CC(=O)NCc2cccs2)C1 (stereo not drawn)	i	1.0
CC(C)(C)c1ccc(CC(=O)N2CCC2(C)C(=O)NCc2cccs2)cc1 (stereo not drawn)	i	0.5
OC[C@@H]1CN(Cc2cccc(C(F)(F)F)c2)C[C@H](n2cnc3c(NCc4ccc(F)cc4)ncnc32)O1	i	0.8
O=Nc1ccc(NO)c2ccccc12	i	2.3
Cc1ccc(C)c(C(O)c2ncc(-c3ccccc3Cl)[nH]2)c1 (stereo not drawn)	i	0.5
C1CCN2C[C@@H]3C[C@@H](CN4CCCC[C@@H]34)[C@H]2C1	i	0.9
COc1ccccc1Cn1c(=S)[nH]c2cc(C(=O)N3CCCC(C)C3)ccc2c1=O (stereo not drawn)	i	0.5
O=S1(=O)C[C@H](N2CCOCC2)[C@@H](COCc2ccccc2)N1	i	0.8
COC(=O)[C@]12CCCCC=C1N(Cc1cccc3ccccc13)C(=O)[C@H](CC(=O)NCc1cccc(C(F)(F)F)c1)C2	i	1.4
COc1ccc(C2C(=O)NN=C2C)cc1 (stereo not drawn)	i	1.0
Cc1ccc(Cn2c(C)c(C(=O)NCc3ccccc3C(F)(F)F)sc2=O)cc1	i	3.0
COc1cccc(Nc2nc(C(N)Cc3ccccc3)cs2)n1 (stereo not drawn)	i	1.2
COc1ccc(N=Nc2c(N)nn(C)c2N)cc1	i	1.0
COc1ccccc1-c1csc(C(NC(C)=O)c2ccccc2)n1 (stereo not drawn)	i	0.7
CC1(C(=O)Nc2ccc3c(c2)OCCO3)CCN1C(=O)C1(c2ccccc2)CC1 (stereo not drawn)	i	0.5
O=C(NCc1ccccn1)c1[nH]c(C(F)(F)F)nc1-c1ccccc1	i	1.2
CC(C)(C)c1ccc(C(O)c2ncc(-c3ccc(F)cc3)[nH]2)cc1 (stereo not drawn)	i	1.2
O=C(O)c1ccccc1C=NN=C1c2ccccc2-c2ccccc21	i	0.9
CC(=O)N(CC#CCN(C(C)=O)c1ccccc1)c1ccccc1	i	0.4
CCOC(=O)C(=Cc1ccc(N(C)C)cc1)C(=O)c1ccccc1	i	0.6
CCNC(=O)C1(C)CCCN(C(=O)c2sccc2C)C1 (stereo not drawn)	i	1.2
CCC/C=C/c1ccc(CN2C(CC(C)C)C(=O)N(Cc3cn(CC4CCCCC4)nn3)CCS2(=O)=O)cc1 (stereo not drawn)	i	2.0
O=S(=O)(c1cccc(C(F)(F)F)c1)N1c2ccccc2-n2cccc2C1c1cccnc1 (stereo not drawn)	i	0.5
COc1cccc(C(=O)Nc2ccc3nc4n(c(=O)c3c2)CCCCC4)c1	i	0.7
Cc1cc(C)cc(C(O)c2ncc(-c3ccccc3C(F)(F)F)[nH]2)c1 (stereo not drawn)	i	0.3
CCCCN1C=C(C(=O)c2ccccc2)C(=O)CC1	i	1.4
O=C(O)c1ccc(CN2C[C@@H](CO)O[C@@H](n3cnc4c(Nc5ccccc5)ncnc43)C2)cc1	i	1.8
CCCNC(=O)C1(C)CCN(Cc2ccc(-c3ccccn3)cc2)C1 (stereo not drawn)	i	1.1
CNc1cc(-c2cccc(C(=O)N3CCOCC3)c2)ncn1	i	1.7

An excerpt from above in order of count of non-hydrogen atoms, largest number first:
SMILES	Myeloid diff MLP	Myeloid diff MLP GFP+ MAC1+ %
CC1(C(=O)Nc2ccc3c(c2)OCCO3)CCN1C(=O)C1(c2ccccc2)CC1 (stereo not drawn)	i	0.5
COc1cccc(C(=O)Nc2ccc3nc4n(c(=O)c3c2)CCCCC4)c1	i	0.7
COc1ccccc1-c1csc(C(NC(C)=O)c2ccccc2)n1 (stereo not drawn)	i	0.7

Next part.
SMILES	Myeloid diff MLP	Myeloid diff MLP GFP+ MAC1+ %
COc1ccc(NS(=O)(=O)c2cc(NC(=O)CCc3ccc(OC)c(OC)c3)ccc2N2CCOCC2)cc1	i	0.5
CCCCC(=O)N1C(C)CCC1C (stereo not drawn)	i	0.6
Nc1nc(N)c2cc(S(=O)(=O)c3cccc(C(F)(F)F)c3)ccc2n1	i	0.6
CCOC(=O)C1=CN(C(C)C)CCC1=O	i	0.2
CSc1ccc(C(O)c2ncc(-c3ccc(F)cc3)[nH]2)cc1 (stereo not drawn)	i	0.4
COC(=O)[C@@]12C[C@@H](CC(=O)NCc3ccc(OC)c(OC)c3)C(=O)N(Cc3ccccc3)C1=CCC(C)(C)C2	i	1.9
CN(C)Cc1csc(NC(=O)Nc2cccc(C(F)(F)F)c2)n1	i	1.3
COc1cccc(-c2nc(-c3ccccc3)c3ccc(Cl)cc3n2)c1	i	1.0
O=C1NC[C@H](CCCCN2C[C@H](Cc3ccc(O)cc3)N(CCc3ccc(O)cc3)C(=O)C2=O)N(CCc2ccccc2)C1=O	i	1.0
CN(C(=O)c1cccc(NC(=O)Cc2ccc(NC(=O)C3CCCN(C(=O)c4ccccc4)C3)cc2)c1)C1CCCCC1 (stereo not drawn)	i	0.6
CCCCCCN1C[C@H](O)[C@@H](n2cc(C3CC3)nn2)C[C@@H]1c1ccc(C)cc1	i	0.7
Cc1cc(C)n2c(Nc3ccc4c(c3)OCCO4)c(CCc3ccccc3)nc2n1	i	0.7
CCCCN1CC(COCc2ccccc2)Oc2cccc(N3CCCC3)c2S1(=O)=O (stereo not drawn)	i	1.1
COc1ccc(OCC(=O)Nc2ccc3c(c2)nc(CCN2CCN(c4ccccn4)CC2)n3C)cc1	i	0.9
CCCNC(=O)C[C@H]1CC[C@@H]2[C@H](COC[C@@H](O)CN2C(=O)c2ccccn2)O1	i	0.7
CN(CCC#N)C(=O)COC(=O)c1c2c(nc3ccccc13)/C(=C\c1ccco1)CC2	i	1.9
Cc1cc(/C=C(\C#N)C(=O)OCC(=O)N(C)c2c(N)n(Cc3ccccc3)c(=O)[nH]c2=O)c(C)n1CC(C)C	i	2.8
Cc1cc(C)c(S(=O)(=O)N(C)CC(=O)N2CCCC2)c(C)c1	i	0.9
Cc1ccc(C)c(C(=O)OCC(=O)NC(=O)NCc2ccccc2)c1	i	0.4
O=S1(=O)C=C[C@@H](COCc2ccccc2)N1Cc1ccc(Br)cc1	i	1.3
O=C(Nc1ccc(F)c(Cl)c1)c1ccc2sc([C@H]3C[C@H](O)[C@@H](CO)O3)nc2c1	i	1.1
O=C(NN=Cc1ccccc1)NN=Cc1ccccc1	i	0.7
CCCCC[C@@H](C)N1C[C@@H](COCc2ccccc2)Oc2cc(N3CC[C@H](O)C3)ccc2S1(=O)=O	i	0.8
CC1(C(=O)Nc2ccc3c(c2)OCCO3)CN(S(C)(=O)=O)CC(=O)N1Cc1ccco1 (stereo not drawn)	i	4.8
COC(=O)C[C@@H]1OC[C@H](Cc2ccccc2)N1S(=O)(=O)c1ccc(C)cc1	i	2.2
O=C(O)C(Cc1ccnc2ccccc12)=NO	i	1.0
COc1ccc(-c2nc3ccc(Cl)cn3c2CC(C)(C)C)cc1OC	i	0.7
c1ccc(CCNCc2cccs2)nc1	i	0.9
O=C1NC[C@@H](CCCCN2C[C@H](Cc3ccc(O)cc3)N(CCc3ccc(O)cc3)C(=O)C2=O)N(Cc2ccccc2)C1=O	i	0.5
CC(C)[C@H](NC(=O)OC(C)(C)C)c1cc(C(=O)N[C@@H](C)c2ccccc2)c(N)s1	i	5.6
Cc1cc(C)n2nc(C(=O)OCC(=O)Nc3ccc(Cl)cc3)nc2n1	i	1.9
CCNC(=O)C1CCCN(C(=O)c2ccccc2)CC1 (stereo not drawn)	i	1.4
NC(=O)c1ccc(NC(=O)COC(=O)c2ccc(Br)c(S(=O)(=O)N3CCOCC3)c2)cc1	i	0.4
COc1cc(C(=O)N2C[C@H]3CON(C)[C@H]3C[C@H]2c2ccc(N3CCCCC3)cc2)cc(OC)c1OC	i	0.2
O=C(Nc1ccc(F)c(Cl)c1)Nc1nnc([C@H]2C[C@H](O)[C@@H](CO)O2)s1	i	0.5
CC1(C(=O)NS(=O)(=O)c2cccs2)CCN1C(=O)CC1CC1 (stereo not drawn)	i	0.7
CC1(C(=O)NCCc2ccccc2)Cc2c(-c3cccc(C(F)(F)F)c3)ccnc2O1 (stereo not drawn)	i	0.7
O=C(Cc1ccc(NC(=O)C2CCN(C(=O)C3CCCC3)CC2)cc1)Nc1cccc(C(=O)N2CCCCC2)c1	i	0.9
COCCNC(=O)C1(C)CCCN(C(=O)c2c(F)ccc(C)c2F)C1 (stereo not drawn)	i	0.7
COc1ccc(CN2C[C@@H](CO)O[C@@H](n3cnc4c(NC5CC5)ncnc43)C2)cc1	i	0.4

Whole records, quoted from the list. Values in the order: Myeloid diff MLP | Myeloid diff MLP GFP+ MAC1+ %
Shown for CC1(C(=O)NCCc2ccccc2)Cc2c(-c3cccc(C(F)(F)F)c3)ccnc2O1 (stereo not drawn) = i | 0.7
Shown for O=C1NC[C@@H](CCCCN2C[C@H](Cc3ccc(O)cc3)N(CCc3ccc(O)cc3)C(=O)C2=O)N(Cc2ccccc2)C1=O = i | 0.5
Shown for NC(=O)c1ccc(NC(=O)COC(=O)c2ccc(Br)c(S(=O)(=O)N3CCOCC3)c2)cc1 = i | 0.4

(listing goes on)
SMILES	Myeloid diff MLP	Myeloid diff MLP GFP+ MAC1+ %
Cc1nc(N)nc(N(C)c2ccccc2)c1Br	i	1.8
Cc1cccc(C(=O)OCC(=O)N2c3ccccc3CC2C)c1C (stereo not drawn)	i	0.3
CCOC(=O)C1=CCN(S(=O)(=O)c2ccccc2Br)C1c1ccc(F)cc1 (stereo not drawn)	i	0.9
CN(NC(=O)NN(C)C(=O)c1ccccc1)C(=O)c1ccccc1	i	0.5
Cc1n[nH]c2c([N+](=O)[O-])c(=O)[nH]c(=O)n12	i	2.1
N=C(N)c1ccc(N=Nc2c(O)ccc3c2[nH]c2ccccc23)cc1	i	0.3
S=c1[nH]nc2sc3ccccc3n12	i	1.0
O=c1ncn(C2CCCCC2)c(=O)[nH]1	i	2.1
COC(=O)[C@]12CCCCC=C1N(Cc1ccco1)C(=O)[C@H](CC(=O)N1CCCCC1)C2	i	0.8

No new results follow: an excerpt of the list.
SMILES	Myeloid diff MLP	Myeloid diff MLP GFP+ MAC1+ %
CCOC(=O)C1=CCN(S(=O)(=O)c2ccccc2Br)C1c1ccc(F)cc1 (stereo not drawn)	i	0.9
CN(NC(=O)NN(C)C(=O)c1ccccc1)C(=O)c1ccccc1	i	0.5
Cc1n[nH]c2c([N+](=O)[O-])c(=O)[nH]c(=O)n12	i	2.1
N=C(N)c1ccc(N=Nc2c(O)ccc3c2[nH]c2ccccc23)cc1	i	0.3
S=c1[nH]nc2sc3ccccc3n12	i	1.0
O=c1ncn(C2CCCCC2)c(=O)[nH]1	i	2.1
COC(=O)[C@]12CCCCC=C1N(Cc1ccco1)C(=O)[C@H](CC(=O)N1CCCCC1)C2	i	0.8

Compound activity (PubChem BioAssay)
